# PGC1a acetyl inh – lowers PGC1a acetylation signal in U2OS cells; inhibition, % at 15.6 µM; 350,000 compounds, 0.17% hits; AlphaScreen anti-acetyl-lysine; with virally co-expressed GCN5 acetyltransferase;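 active = every replicate shows inhibition of at least 40%; inconclusive = mean inhibition at least 40% but some replicate below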;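 note: 0% = neutral control wells and 100% = positive control wells; some results beyond the cut were filed as inactive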
# PglD inh – inhibitors of Campylobacter jejuni PglD acetyltransferase; purified PglD enzyme, DTNB colorimetric CoA detection; inhibition, % at 12.5 µM; 360,000 compounds, 0.098% hits; in the data active = inhibition above about 16%, passing the limit was not always enough; inconclusive = no clear call, values can overlap the other calls; note: strong numbers were not always called active
# Statin myotox sup – suppression of simvastatin myotoxicity | C2C12 myotubes + simvastatin, ATP luminescence, 48 h; scaled: DMSO 0, geranylgeraniol control 100 | 330,000 compounds, 0.78% hits | AID 602340 | rescue of ATP level, % at 7.49 µM;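 active = mean ATP rescue above about 67%, or every replicate alone reaching that limit, limit read from the data, passing the limit was not always enough; inconclusive = no clear call, values can overlap the other calls; inactive = mean under the limit and some replicate under it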;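 note: myotubes were challenged with 10 µM simvastatin during compound exposure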
# FN deposition inh – fibronectin deposition inhibition. AH1F fibroblasts, Alexa488-fibronectin deposition fluorescence, overnight. 350,000 compounds, 0.086% hits. AID 743247. inhibition, % at 12.6 µM;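 active = mean inhibition across replicates of 30% or more, regardless of how many single replicates reach that level; inconclusive = mean under 30% yet at least half of replicates reach 30%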;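 note: positive control wells lacked labelled fibronectin entirely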
#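 Material: AH1F fibroblasts assembling fluorescent fibronectin matrix; amount: 10000 AH1F cells/well; medium: DMEM, 2% serum; reagent: Alexa488-fibronectin, 24 nM final in well; dosing: single compound dose, delivered by pin transfer; incubation: 1 h adhesion, overnight exposure; detection: fluorescence after three HBSS washes, excitation 485 nm, emission 525 nm; measure: fibronectin deposition inhibition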
# miR-122 sensor – blocks miR-122 activity in Huh7 sensor cells; activation (reporter increase), % at 12.5 µM; Huh7 miR-122 Renilla luciferase sensor, 48 h; neutral wells = 0, positive control = 100; 340,000 compounds, 0.3% hits;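 active = mean replicate activation score at least 90 and every replicate individually at or above 90; inconclusive = only one of the two criteria met; inactive = neither criterion met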;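 note: higher luciferase means less miR-122 activity so hits act as miR-122 inhibitors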
# CFTR F508del cor – correctors of CFTR F508del function in bronchial epithelial cells | CFBE cells, YFP halide quenching; stimulated with forskolin plus potentiator P3; % fluorescence drop versus neutral controls | activity (quench increase), % at 7.58 µM | 350,000 compounds, 0.36% hits;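 active = mean added fluorescence quench of at least 8% versus neutral control, with both replicates also reaching 8%; inconclusive = only one of the mean or replicate conditions met; inactive = mean below 8% and not both replicates reaching 8%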;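 note: cells transiently co-express mutant CFTR-F508del with the halide-sensitive YFP; corrector assay measuring rescue of mutant channel to the surface after 24 h compound exposure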
# GSIS activator – GLuc luminescence reporter in INS-1E cells, primary screen for activators of glucose-dependent secretion of insulin; INS-1E GLuc reporter insulin secretion, 2-3 h; activation, % at 16.6 µM; 370,000 compounds, 0.61% hits; AID 743287;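 active = lowest replicate activation of at least 40%, so every replicate reaches that level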;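 note: 0% = median of neutral control wells and 100% = median of IBMX positive control wells; some compounds called inactive have numbers as strong as hits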
# Cneo AK release – Cryptococcus neoformans lysis via adenylate kinase release; AID 651654; 360,000 compounds, 0.2% hits; lysis activity, % at 15 µM; C. neoformans lysis, adenylate kinase release luminescence, 4 h; normalised: neutral wells 0, clomiphene wells 100;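 active = mean lysis activity across replicates of at least 80%, whatever share of replicates individually reach that level; inactive = mean lysis activity below 80%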
#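 Test system: log-phase Cryptococcus neoformans yeast cells; Quantity: yeast cell density of 5 × 10^6 cells/mL; Buffer or medium: YPD; Doses: single compound concentration per well; Timing: 4 h at 37 °C static, read 1 h later; Measured by: AK luminescence; Read-out basis: lysis from increased AK signal; Control set: Clomiphene as positive control.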
# An asterisk follows results filed as active; ? = inconclusive; nt = not tested or not shown; [ ] = another dose, or the depositor's remark.
# Results follow in this order: FN deposition inh	PglD inh	CFTR F508del cor	miR-122 sensor	Cneo AK release	GSIS activator	Statin myotox sup	PGC1a acetyl inh
1. Cc1ccc(Cn2c(SCC(=O)N/N=C/c3ccccc3OCC(=O)O)nc3ccccc32)cc1
 : -2	0	-3.5	-7	-1	-20	28	-9
2. Cc1ccc(C(=O)CSc2nc(O)cc(=O)[nH]2)cc1C
 : -1	-8	-1.2	nt	2	-1	4	nt
3. CCC(C)c1ccc(S(=O)(=O)N2CCN(C(=O)c3ccc(Cl)c(S(=O)(=O)N4CCOCC4)c3)CC2)cc1 (stereo unspecified)
 : -10	1	3.6	-5	0	-15	-9	-12
4. Cc1cc(C)c2c(=O)[nH]c(SCC(=O)N3CCCCC3)nc2n1
 : -3	3	nt	-22	1	nt	3	nt
5. C/C(=N/NC(=O)CNC(=O)c1ccccc1F)c1ccc2c(c1)CCCC2
 : -1	-1	1.9	-2	3	-13	2	7
6. CNC(=O)c1c(NC(=O)CCS(=O)(=O)c2ccccc2)sc(C)c1C
 : 2	1	1.9	7	1	10	6	1
7. CC(=O)c1cnc(-c2ccccc2)s1
 : -5	nt	-0.7	-7	nt	7	nt	2
8. CCOC(=O)c1ccc(NC(c2ccc(N(C)C)cc2)P(=O)(OC(C)C)OC(C)C)cc1 (stereo unspecified)
 : 3	1	-0.1	-1	-1	-55	-11	nt
9. N#C[C@H]1[C@H](c2ccc(-c3cncnc3)cc2)[C@@H](CO)N1C(=O)C1CCC1
 : -3	-3	0.4	nt	-1	-3	1	-7
10. COC(=O)C(N)Cc1ccc(O)cc1 (stereo unspecified)
 : 0	-7	nt	-6	-2	nt	-13	9
11. COc1ccc(S(=O)(=O)N2CCC(=O)N2)cc1
 : nt	4	nt	-1	-1	2	nt	3
12. CCO[C@@H]1OC(C(=O)N2CCCCCCC2)=C[C@H](C2CCCCC2)[C@H]1CCCO
 : -7	0	2.0	nt	3	nt	-9	nt
13. O=C(c1cc(-c2cccc(Cl)c2)on1)N1CCN(c2ccc(F)cc2)CC1
 : 1	4	1.7	nt	1	11	4	nt
14. Nc1ccccc1C(=O)N/N=C1/C2CN3CCN(C2)CC1(Cc1ccccc1)C3
 : nt	nt	-2.3	-4	nt	-8	nt	-2
15. CN(c1ccccc1)c1ncccn1
 : 5	4	2.9	-1	0	nt	2	8
16. CCN1CCN(C(=O)CCN2C(=O)COc3ccc(C)cc32)CC1
 : -11	5	nt	-12	-1	nt	4	nt
17. O=C(NN=Cc1ccc2c(c1)CCC2)c1cccc([N+](=O)[O-])c1
 : -9	-5	-3.6	8	-1	14	-12	7
18. Cc1cc(SCC(=O)N(C)C2CCS(=O)(=O)C2)nc2c(C)cccc12 (stereo unspecified)
 : 0	nt	-0.3	3	nt	2	nt	-30
19. CCOC(=O)c1sc2nc(SCC#N)n(CCCN3CCCC3=O)c(=O)c2c1C
 : -4	3	nt	-1	3	-6	nt	-17
20. CCc1nc2ccc(C(=O)NCCCN3CCCC3=O)cn2c1N(CC)CCOC
 : -12	5	-3.4	1	0	7	6	nt
21. COc1cccc(CN2CCN(Cc3ccc4c(c3)OCCO4)CC2CCO)c1 (stereo unspecified)
 : 7	7	1.2	7	-1	19	9	-9
22. CC(=O)NC(c1ccc(Cl)cc1Cl)c1ccc2cccnc2c1O (stereo unspecified)
 : 21	0	10*	nt	-1	nt	4	nt
23. S=C(Nc1ccc(Br)cc1)NC1CCN(Cc2ccccc2)CC1
 : 3	-1	-1.8	8	-1	-27	-18	nt
24. O=S1(=O)CC(N2CCN(c3ccccn3)CC2)CN1Cc1ccccc1 (stereo unspecified)
 : -3	4	2.0	7	0	1	10	4
25. c1ccc(C2=Nn3c(Cn4nnc5ccccc54)nnc3SC2)cc1
 : 3	5	4.6	6	0	nt	nt	1
26. CN(Cc1ccnc2ccccc12)C(=O)C1CCC(=O)N(Cc2ccccc2F)C1 (stereo unspecified)
 : 0	-1	4.8	-7	-1	-6	-8	0
27. Cc1cccc(-n2ccnc2SCC(=O)Nc2cc(C)on2)c1
 : nt	-2	nt	-6	2	nt	-4	-4
28. Cc1ccc(Cc2c(-c3ccc(Cl)cc3)nc3cc(C)c(Br)c(C)n23)cc1
 : -14	3	2.1	1	-1	nt	-47	2
29. Cc1cccc[n+]1CC(=O)Nc1ccccc1
 : 7	-8	-4.6	nt	0	-8	6	nt
30. Cc1csc(NC(=O)C2CCN(S(=O)(=O)c3ccc4c(c3)oc(=O)n4C)CC2)n1
 : 0	1	1.7	-7	0	nt	4	-9
31. C[C@@H]1CN([C@@H](C)CO)C(=O)c2cccc(NC(=O)Nc3ccc(C(F)(F)F)cc3)c2O[C@H]1CN(C)Cc1ccc(Oc2ccccc2)cc1
 : -4	1	-1.3	5[16.7 µM]	-1	2	nt	-4
32. CCOCCc1nn2c(=O)cc(CSCC(=O)Nc3cccc(C)c3C)nc2s1
 : -4	6	2.7	4	-2	15	-4	?
33. C[C@H](CO)N1C[C@H](C)[C@@H](CN(C)S(=O)(=O)c2ccccc2F)Oc2ncc(/C=C/c3ccccc3)cc2C1=O
 : -3	13	-0.8	-4[16.7 µM]	5	-2	17	7
34. Cc1ccc(S(=O)(=O)N2CCN(C(=O)COC(=O)/C=C/c3ccc(F)cc3)CC2)c(C)c1
 : 2	0	1.4	nt	-4	-2	13	nt
35. C[C@@H]1CN([C@H](C)CO)C(=O)c2ccccc2-c2ccccc2CO[C@@H]1CN(C)Cc1ccncc1
 : -1	nt	-0.6	nt	nt	-1	-3	-30
36. O=C(Nc1ncnc2c1ncn2[C@@H]1O[C@H](/C=C/C(=O)N2CCN(c3ccc(F)cc3)CC2)[C@@H](O)[C@H]1O)c1ccccc1
 : -2	1	0.4	1	1	14	6	0
37. O=C(c1ccco1)N1CCN(S(=O)(=O)c2ccc(C3CCCCC3)cc2)CC1
 : -10	3	nt	-6	1	nt	nt	-8
38. COc1ccc(-c2csc(NC(C)c3nc4cc(C(=O)NCCCO)ccc4n3Cc3ccc(C)cc3)n2)cc1 (stereo unspecified)
 : -6	-4	2.3	-3	16	-9	5	4
39. Cc1cc(NC(=O)CSc2ccc(-c3ccc(F)cc3)nn2)no1
 : -1	4	-4.7	2	1	-24	-6	-9
40. CC(NC(=O)c1ccco1)C(=O)N1CCN(S(=O)(=O)c2ccccc2C#N)CC1 (stereo unspecified)
 : -6	-2	0.1	-1	0	25	-4	11
41. CC(=O)NC(Cc1ccccc1F)C(=O)NC1CCN(C(=O)c2cnccn2)CC1 (stereo unspecified)
 : nt	-1	nt	nt	-3	nt	-2	7
42. CCN(CC(=O)Nc1cc(Cl)ccc1C)C(=O)c1nc2nc(C)cc(C)n2n1
 : -1	1	-0.4	-1	0	-17	-12	4
43. Cc1ccc(N2N=C(C(=O)O)CCC2=O)cc1Cl
 : 2	-1	0.0	1	-1	47	124*	3
44. O=S(=O)(N[C@H](CO)c1ccccc1)c1ccc(Br)cc1F
 : 9	-2	2.1	-5	1	34	-3	-6
45. O=C(c1ccccc1)c1cncc(Br)c1
 : -8	-2	nt	-9	-3	20	4	8
46. C/C(=N\NC(=O)c1c(Cl)cnn1C)c1cccnc1
 : 4	-1	0.5	-2	2	-2	nt	9
47. CCc1c(C)nc2ccc(Br)cc2c1Cl
 : nt	-5	nt	-6	1	nt	-40	-10
48. C[C@@H]1CN([C@@H](C)CO)C(=O)c2cc(NC(=O)Nc3ccc(C(F)(F)F)cc3)ccc2O[C@H]1CN(C)C(=O)Nc1ccc(F)cc1
 : nt	2	-1.6	37[16.7 µM]	-3	6	-10	1
49. O=S(=O)(c1ccccc1F)N1CCN(c2nc(-c3cccnc3)nc3ccccc23)CC1
 : 1	-2	-1.1	5	-1	nt	11	1
50. O=C(c1cccc(F)c1)N1CCCCN2[C@H](CO)[C@@H](c3ccc(-c4cccnc4)cc3)[C@@H]2C1
 : nt	12	2.0	9[16.7 µM]	-5	18	nt	-6

# Further structures
# Results follow in this order: FN deposition inh	PglD inh	CFTR F508del cor	miR-122 sensor	Cneo AK release	GSIS activator	Statin myotox sup	PGC1a acetyl inh
51. CC(=O)N1CCN(c2nc3ccc([N+](=O)[O-])cc3s2)CC1
 : 3	-7	-1.1	-9	2	10	0	-1
52. Cc1ccc(S(=O)(=O)N(C)C[C@@H]2Oc3c(NS(=O)(=O)c4cccs4)cccc3C(=O)N([C@@H](C)CO)C[C@@H]2C)cc1
 : nt	-3	2.9	10[16.7 µM]	-12	-7	-28	3
53. CCCC(=O)Nc1ccc2c(c1)C(=O)N(C)[C@H]1CC[C@@H](CC(=O)NCCN3CCCCC3)O[C@@H]1CO2
 : -5	1	0.8	-17[16.7 µM]	0	5	17	3
54. CC(=O)Nc1nc(SCc2cccc3ccccc23)n[nH]1
 : nt	-6	nt	-1	-1	nt	-16	-3
55. COc1ccc(OC)c(-n2c(-c3cnccn3)n[nH]c2=S)c1
 : nt	0	nt	-15	3	nt	2	-2
56. Cc1ccc2cc(CN(CCCO)S(=O)(=O)c3cccc4nsnc34)c(=O)[nH]c2c1
 : 1	-1	nt	9	nt	0	11	-4
57. CC1=NOC2(C1)N(C)c1ccccc1C2(C)C (stereo unspecified)
 : nt	-1	nt	-3	-2	nt	-22	2
58. Cc1ccc(C(=O)NC2CC2)cc1S(=O)(=O)N1CCOCC1
 : nt	2	3.7	-8	0	nt	4	3
59. COc1cccc(S(=O)(=O)N[C@@H]2CC[C@H](CC(=O)NC3Cc4ccccc4C3)O[C@H]2CO)c1
 : -31	3	2.5	-11[16.7 µM]	1	6	0	10
60. COc1ccccc1NC(=O)Nc1cccc(C)n1
 : 0	-1	0.5	-4	7	16	-5	8
61. Cc1nc(N)nc(N)c1/C=C/C(C)(C)c1ccc(Cl)cc1
 : 19	nt	0.1	nt	nt	-26	nt	-7
62. Cc1ccc2c(c1)N(CC(=O)N(Cc1ccc3c(c1)OCO3)CC1CCCO1)C(=O)C(C)O2 (stereo unspecified)
 : -2	6	nt	-3	0	-5	31	11
63. N#Cc1cc2c(cc1NC(=O)CCn1cnnn1)OCO2
 : 12	-1	-1.1	-6	1	10	-2	0
64. COc1ccccc1CNC(=O)OCc1nccnc1C(=O)Nc1ccc(Br)cn1
 : 1	-6	-2.8	-5	-1	9	-35	nt
65. CSc1ccccc1OCc1cc(C(=O)N(C)Cc2ccc3nsnc3c2)no1
 : -3	1	0.8	-5	-2	-3	3	3
66. CCc1c(C)sc(NC(=O)c2ccco2)c1C(=O)N1CCCCC1
 : nt	12	nt	-5	-1	nt	116*	8
67. C/C=C/c1ccc([C@@H]2[C@H](CN(C)S(=O)(=O)c3ccccc3)N[C@@H]2CO)cc1
 : -10	0	-1.6	-29[16.7 µM]	7	-7	-13	-9
68. OC(c1cccc(Cl)c1)c1ncc(-c2cccc(C(F)(F)F)c2)[nH]1 (stereo unspecified)
 : -26	2	-2.2	38	-1	1	-3	-8
69. Cc1noc(C)c1S(=O)(=O)Nc1ccc2c(c1)C(=O)N([C@H](C)CO)C[C@H](C)[C@@H](CN(C)Cc1ccc(C(F)(F)F)cc1)O2
 : -12	1	-2.6	-1[16.7 µM]	-2	-24	-20	8

# Screening data deposited in PubChem BioAssay by Broad Institute.
